Compound activity (PubChem)
TcdB inh – TcdB glycohydrolase inhibition; P18177; inhibition, % at 9.99 µM; TcdB glycohydrolase enzymatic assay, plate reader; 0.24% of 350,000 active; AID 652162; in the data active = inhibition above about 10%
PfHsp40 yeast – compounds rescuing yeast from Plasmodium falciparum HSP40 toxicity | 0.68% of 340,000 active | S. cerevisiae expressing PfHsp40, growth rescue, ATP luminescence | growth rescue, % at 12.5 µM; in the data active = growth rescue above about 28%, passing the limit was not always enough;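 also: yeast W303a lacking pdr1 and pdr3 grown in galactose medium; growth measured after three days at 30 °C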
GDH-TPI inh – counter-screen for M. tuberculosis FBA inhibitors: GDH-TPI coupled enzymes | inhibition, % at 4.8 µM | GDH-TPI coupled enzyme counterscreen, NADH absorbance | 1.2% of 360,000 active | AID 588335; in the data active = inhibition above about 30%;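 also: 0% = DMSO wells and 100% = wells lacking the enzyme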
Mtb FBA inh – inhibitors of M. tuberculosis fructose-bisphosphate aldolase; P9WQA3; purified M. tuberculosis FBA, fluorescence read-out; inhibition, % at 1 µM; 2.3% of 360,000 active; in the data active = inhibition above about 27%;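 also: 0% = vehicle and 100% = reference inhibitor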
Target sequence (P9WQA3 whole entry, looked up): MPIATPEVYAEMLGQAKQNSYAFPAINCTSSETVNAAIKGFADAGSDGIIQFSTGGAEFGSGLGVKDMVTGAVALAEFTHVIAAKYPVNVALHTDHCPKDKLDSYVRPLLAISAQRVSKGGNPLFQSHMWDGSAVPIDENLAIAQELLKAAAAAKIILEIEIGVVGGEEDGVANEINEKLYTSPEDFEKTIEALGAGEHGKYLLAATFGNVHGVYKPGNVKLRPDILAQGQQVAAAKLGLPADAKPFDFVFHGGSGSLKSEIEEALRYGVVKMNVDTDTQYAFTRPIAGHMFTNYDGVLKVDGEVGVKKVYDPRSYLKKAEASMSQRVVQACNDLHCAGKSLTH
FadD28 binding – inhibitors of Mycobacterium tuberculosis FadD28 bisubstrate binding; FadD28 bisubstrate probe binding, fluorescence polarization; inhibition, % at 12.5 µM; 0.22% of 360,000 active; AID 588549; in the data active = inhibition above about 8.5%, passing the limit was not always enough
BH1578 lux ind – quorum light induction in luxS cqsA deficient V. cholerae; V. cholerae BH1578 lux reporter, luminescence, 6 h; 0.16% of 350,000 active; activation, % at 18.7 µM; in the data active = activation mostly above about 9.7%, no sharp cut-off; also: not every result past the cut was called active; inactives centre near 0; reference of the scale not given here
BioA inh – BioA (M. tuberculosis) enzyme inhibition; purified M. tuberculosis BioA enzyme, plate reader; 0.096% of 360,000 active; inhibition, % at 9.99 µM; in the data active = inhibition above about 40%
UGM FP inh – blocks M. tuberculosis UGM enzyme; purified UGM, fluorescence polarization probe displacement; 0.06% of 320,000 active; inhibition, % at 10 µM; P9WIQ1; AID 504406; in the data active = inhibition above about 10%, passing the limit was not always enough
Target sequence (P9WIQ1 whole entry, looked up): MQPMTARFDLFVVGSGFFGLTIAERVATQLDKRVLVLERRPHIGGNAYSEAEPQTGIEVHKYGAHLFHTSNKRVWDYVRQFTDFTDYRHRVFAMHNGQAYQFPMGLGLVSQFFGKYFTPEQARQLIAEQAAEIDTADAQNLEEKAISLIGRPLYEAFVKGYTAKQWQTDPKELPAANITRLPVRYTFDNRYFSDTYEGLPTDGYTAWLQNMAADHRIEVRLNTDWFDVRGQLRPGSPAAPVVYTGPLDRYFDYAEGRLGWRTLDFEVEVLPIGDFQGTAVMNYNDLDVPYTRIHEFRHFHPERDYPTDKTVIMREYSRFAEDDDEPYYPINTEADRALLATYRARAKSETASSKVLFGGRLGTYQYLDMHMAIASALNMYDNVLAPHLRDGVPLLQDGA
Yp Topo-I inh – inhibitors of Yersinia pestis topoisomerase I | Y. pestis Topo-I cleavage product accumulation, plate reader | activity, % at 10 µM | 0.064% of 360,000 active | AID 504884; in the data active = activity above about 50%, passing the limit was not always enough; also: inactives centre near 2
Numbers without * were called inactive; i = inactive; · = no result given; & = joins results of further samples.

molecule	Mtb FBA inh	TcdB inh	BioA inh	FadD28 binding	UGM FP inh	GDH-TPI inh	PfHsp40 yeast	BH1578 lux ind	Yp Topo-I inh
NC(=O)c1ccc(N=C2C(=O)Nc3ccc([N+](=O)[O-])cc32)cc1	-3.4	-1.9	·	-1.7	-1.2	7.5	0.5	·	-11.0
O=C(c1ccc(C(F)(F)F)cc1)N1CCC(=O)N(C(COCc2ccc(C(F)(F)F)cc2)Cc2ccccc2)CC1 (configuration not stated)	-1.1	0.8	-1.7	-2.5	0.8	6.0	15.0	-0.5	-5.7
CCOC(=O)C1=C[C@@H](C2CCCCC2)N(S(=O)(=O)c2ccc([N+](=O)[O-])cc2)[C@H]1c1ccccc1	-1.9	-0.2	0.3	-3.5	·	·	·	·	·
CS/C(=N\S(=O)(=O)c1ccc(Cl)cc1)c1ccccc1	-0.1	1.3	0.0	-2.8	-1.0	-5.7	-1.0	-0.6	2.1
COc1ccccc1NC(=S)N1CC(C)OC(C)C1 (configuration not stated)	0.5	-3.0	-0.3	-1.1	0.6	6.2	1.4	0.8	-6.6
Cc1cc(C)c(CN2CCN(CCCn3cnc(C(=O)Nc4ccc(C)c(C)c4)n3)CC2)c(C)c1	-0.4	-0.2	-0.5	-6.5	·	4.7	-1.4	i	36.0
O=C(CC(=O)Nc1ccccc1C(=O)O)NNC(=O)Cc1ccccc1	1.3	0.6	10.2	-3.3	-0.4	-0.7	0.9	-2.4	7.9
O=S(=O)(c1ccc(F)cc1)N1CCN(C(=S)NC2CC2)CC1	5.3	-0.8	-2.5	-0.7	0.7	4.2	-0.7	i	-1.9
NS(=O)(=O)c1ccc(CCNC(=O)C2CCN(S(=O)(=O)c3ccccc3)CC2)cc1	2.7	1.0	·	0.1	1.7	3.1	-0.5	i	-1.4
COc1ccccc1/C=C1\CCC(C2CCCC2)C1=O (configuration not stated)	0.8	0.8	·	-2.8	0.4	21.4	0.4	0.9	27.1
O=C(COc1ccc(S(=O)(=O)NCc2ccccc2)cc1Cl)N1CCOCC1	4.1	·	0.6	-3.5	1.3	1.2	-1.8	-0.2	0.9
C[C@@H]1O[C@@H](O[C@H]2C[C@@H](O)[C@]3(CO)[C@H]4[C@H](O)C[C@]5(C)[C@@H](C6=CC(=O)OC6)CC[C@]5(O)[C@@H]4CC[C@]3(O)C2)[C@H](O)[C@H](O)[C@H]1O	0.1	·	-0.4&-0.4	-0.9	1.9&-1.5	4.3	-1.6	4.2	2.2
O=C(O)c1ccccc1NN=C1CCCCC1	8.0	·	2.1	2.9	·	5.2	-1.4	-0.4	-0.6
COc1ccc(C(c2nnnn2CC2CCCO2)N2CCC(C(N)=O)CC2)cc1 (configuration not stated)	-3.7	·	0.1	-0.9	-0.7	0.6	-1.1	i	5.6
O=C(O)CC(C(=O)O)n1nc(-c2ccccc2)cc1-c1ccccc1 (configuration not stated)	-4.4	·	-0.4	-3.1	3.2	1.2	1.2	i	-7.5
COc1ccc(-c2csc(C(C)(O)c3cccc(F)c3)n2)cc1OC (configuration not stated)	-0.3	2.1	2.9	-1.4	·	7.1	·	1.2	6.9
CN1CCN(C(=O)C2=C[C@@H](c3csc4ccccc34)C[C@@H](OCc3ccc(CO)cc3)O2)CC1	-0.8	0.9	1.7	-5.0	5.1	-6.0	-1.1	i	5.0
Cc1csc(NC(=O)Cc2c(F)cccc2Cl)n1	2.3	1.7	0.7	-4.2	0.8	-10.7	1.4	0.7	3.2
CC(C)N1CCN(c2ccc(S(=O)(=O)N3CCOCC3)cn2)CC1	-0.9	-0.4	-0.4	-2.6	0.5	-2.0	-1.7	i	6.3
O=C(O)CC(NC(=O)c1sc2ccccc2c1Cl)c1ccc(OC2CCCC2)cc1 (configuration not stated)	-4.7	0.9	1.2	-2.5	4.1	-0.3	-0.9	-2.8	7.8
CC1CCCCC1NC(=O)COC(=O)c1ccc2ccccc2n1 (configuration not stated)	2.7	1.5	0.4	-4.1	0.0	0.0	0.7	i	-5.9
NC(=O)C1CCN(c2oc(/C=C/c3ccccc3)nc2S(=O)(=O)c2ccccc2)CC1	-0.7	0.7	0.9	-1.8	0.0	14.4	0.4	-0.5	9.2
O=C(CSc1nnc(-c2ccccn2)n1Cc1ccco1)c1ccc(-c2ccccc2)cc1	-2.0	·	-1.6	0.0	1.3	28.3	-0.7	-0.3	-1.8
O=C(c1ccccc1)c1ccc(N2CCCC2)cc1	3.1	·	-2.9	-0.6	-2.0	13.3	1.6	2.6	-7.6
CC(Oc1cc(F)ccc1[N+](=O)[O-])C(=O)Nc1ccc(S(=O)(=O)N2CCCC2)cc1 (configuration not stated)	-1.7	-0.4	·	0.8	2.0	2.6	2.6	i	7.0
O=C(NC1CCN(S(=O)(=O)c2ccccc2F)CC1)c1ccco1	1.9	-0.8	-1.0	-1.4	-0.9	-2.7	0.5	-0.1	-10.7
CCN(CC)C(=O)Cn1c(C)c(/C=C/c2cc[n+](C)cc2)c2ccccc21	-18.4	2.1	-74.4	3.0	-6.4	7.1	-1.6	0.8	-7.7
COc1ccc(-c2cc(C(=O)N/N=C/c3sccc3C)c3ccccc3n2)c(OC)c1	-1.1	·	-1.4	-2.6	-2.1	34.3*	0.0	i	15.3
CCOC(=O)C1C(=O)NCC2CCCC21 (configuration not stated)	-1.5	·	0.3	-1.0	-0.1	18.0	-0.8	-1.4	8.3
N#Cc1ccc(C(=O)CN2CCN(c3ccccc3)CC2)cc1	2.4	-0.4	-2.4	-2.5	0.5	-3.4	1.8	-0.5	-5.5

4 records drawn at random from those above:
molecule	Mtb FBA inh	TcdB inh	BioA inh	FadD28 binding	UGM FP inh	GDH-TPI inh	PfHsp40 yeast	BH1578 lux ind	Yp Topo-I inh
N#Cc1ccc(C(=O)CN2CCN(c3ccccc3)CC2)cc1	2.4	-0.4	-2.4	-2.5	0.5	-3.4	1.8	-0.5	-5.5
O=C(COc1ccc(S(=O)(=O)NCc2ccccc2)cc1Cl)N1CCOCC1	4.1	·	0.6	-3.5	1.3	1.2	-1.8	-0.2	0.9
O=C(O)CC(NC(=O)c1sc2ccccc2c1Cl)c1ccc(OC2CCCC2)cc1 (configuration not stated)	-4.7	0.9	1.2	-2.5	4.1	-0.3	-0.9	-2.8	7.8
CC1CCCCC1NC(=O)COC(=O)c1ccc2ccccc2n1 (configuration not stated)	2.7	1.5	0.4	-4.1	0.0	0.0	0.7	i	-5.9

Following part:
molecule	Mtb FBA inh	TcdB inh	BioA inh	FadD28 binding	UGM FP inh	GDH-TPI inh	PfHsp40 yeast	BH1578 lux ind	Yp Topo-I inh
CSc1nnc(CSCc2ccc(Cl)cc2Cl)n1-c1ccccc1	-1.8	·	1.0	-5.0	1.0	12.6	1.1	-0.4	25.2
Cc1ccc(S(=O)(=O)Cc2ccc(C(=O)N3CCC(C)CC3)cc2)cc1	-0.1	-0.9	-1.7	-1.3	-0.2	-1.4	-0.5	i	2.2
CC(C)C(=O)NC(=S)Nc1ccccc1N1CCN(C(=O)c2ccc(Cl)cc2)CC1	3.1	1.4	·	-2.8	2.1	3.9	-0.2	0.5	-2.2
CCCn1c(C)cs/c1=N\C(=S)Nc1ccccc1	-0.2	-4.0	-1.6	-2.7	-1.0	14.8	-0.7	-0.6	9.1
Cc1ccc(CN2CC(C(=O)NCCC3=CCCCC3)CC2=O)cc1 (configuration not stated)	-1.3	0.1	-1.1	0.6	-0.7	-6.6	-1.8	-0.4	22.5
Cc1[nH]c2ccccc2c1C(=O)Cn1c(=O)oc2ccccc21	-0.8	2.8	·	-0.4	0.3	10.1	-1.0	-0.9	4.8
O=C(COC(=O)c1ccccc1)NC1CCCCCC1	1.5	-0.4	-1.3	-2.7	1.6	8.8	-1.6	-0.9	9.7
O=C(c1cc(F)c(F)c(F)c1F)N1CCN(C(=O)C2CCCO2)CC1 (configuration not stated)	0.7	-10.9	·	2.1	1.2	-7.9	-0.1	·	-0.6
COC(=O)C(NC(=O)c1ccccc1C(=O)O)c1ccc2ccccc2c1 (configuration not stated)	-1.4	0.7	-1.4	1.6	-0.3	4.1	-1.4	i	-1.6
O=[N+]([O-])c1ccccc1/C=N/Nc1nccnc1Cl	-1.9	·	-2.5	0.9	0.9	13.6	-0.7	-0.2	-7.5
O=C1OCCC1Sc1ncnc2sccc12 (configuration not stated)	-0.1	·	8.8	1.5	-1.5	2.6	5.2	-0.7	0.1
O=S(=O)(Nc1cccc(-c2ccc3nncn3n2)c1)c1cc(F)ccc1F	2.7	0.0	·	-1.3	0.3	4.5	0.5	i	-1.7
O=C(c1c[nH]c(C(=O)C(Cl)(Cl)Cl)c1)c1c(F)cccc1F	2.2	0.6	-1.2	-1.0	3.4	5.2	-0.9	-7.7	-0.3
Cc1cccc2cc(COC(=O)C(C)C)c(=O)[nH]c12	2.4	·	1.2	-0.7	-1.0	11.2	-1.2	-0.1	-0.4
CCC(Oc1ccccc1)C(=O)Nc1ccc(C)c(S(=O)(=O)N2CCOCC2)c1 (configuration not stated)	-1.7	-0.4	0.9	-3.0	-0.5	2.1	1.7	-5.6	6.3
COC(=O)C1=C(c2cccc(OCc3ccccc3)c2)C[C@@H]2CC[C@H]1N2C(=O)NCCc1ccc(F)cc1	-1.1	1.2	-0.7	-1.7	-0.5	7.6	2.0	0.4	8.1
COc1ccc(CNC(=O)Oc2ccccc2)cc1Cl	-1.8	·	2.1	0.0	-2.7	3.5	0.0	-0.5	-2.1
O=C1c2ccccc2C(=O)N1CCc1nc(-c2ccccn2)no1	-5.0	·	·	-2.3	-4.6	-4.7	-1.1	-2.2	-5.2
O=C(NC1CCCC1)C(c1ccncc1)N(C(=O)c1csnn1)C1CCCC1 (configuration not stated)	-2.1	-1.4	·	-0.8	-0.1	-1.6	0.1	-0.1	-6.3
Cc1nc(SCC(=O)NCC2COc3ccccc3O2)c2c(C)c(C)sc2n1 (configuration not stated)	3.7	-0.2	-1.0	-1.9	·	5.5	0.9	i	-2.5
Cc1ccc(-c2nc3sc(C#N)c(N)n3c(=O)c2C#N)cc1	-0.5	0.1	-4.0	-2.7	13.3*	-7.8	-0.1	-0.3	7.0
O=C(COc1ccc(Cl)cc1)NCCSCc1cccc(Cl)c1	0.6	·	-0.6	-3.5	3.9	-12.4	13.0	0.6	37.0
CC(=O)N1CCCN(Cc2cn(-c3cc(C)ccc3C)nc2-c2ccccc2)CC1	-1.6	1.1	0.1	-2.1	0.0	7.9	0.0	-0.2	-1.1
CC1Cc2ccccc2N1CC(=O)Nc1ccc(S(N)(=O)=O)cc1 (configuration not stated)	1.7	0.5	·	-2.3	0.3	10.1	1.2	i	1.5
CC1=[N+]([O-])C(C)(C)C(c2ccc(Br)cc2)=[N+]1[O-]	0.0	·	·	0.7	1.7	11.5	-1.0	-0.2	7.9

Some of the entries so far, with two lines to a compound:
Results follow in this order: Mtb FBA inh, TcdB inh, BioA inh, FadD28 binding, UGM FP inh, GDH-TPI inh, PfHsp40 yeast, BH1578 lux ind, Yp Topo-I inh
CSc1nnc(CSCc2ccc(Cl)cc2Cl)n1-c1ccccc1
 : -1.8, ·, 1.0, -5.0, 1.0, 12.6, 1.1, -0.4, 25.2
Cc1ccc(S(=O)(=O)Cc2ccc(C(=O)N3CCC(C)CC3)cc2)cc1
 : -0.1, -0.9, -1.7, -1.3, -0.2, -1.4, -0.5, i, 2.2
CC(C)C(=O)NC(=S)Nc1ccccc1N1CCN(C(=O)c2ccc(Cl)cc2)CC1
 : 3.1, 1.4, ·, -2.8, 2.1, 3.9, -0.2, 0.5, -2.2
CCCn1c(C)cs/c1=N\C(=S)Nc1ccccc1
 : -0.2, -4.0, -1.6, -2.7, -1.0, 14.8, -0.7, -0.6, 9.1
Cc1ccc(CN2CC(C(=O)NCCC3=CCCCC3)CC2=O)cc1 (configuration not stated)
 : -1.3, 0.1, -1.1, 0.6, -0.7, -6.6, -1.8, -0.4, 22.5
Cc1[nH]c2ccccc2c1C(=O)Cn1c(=O)oc2ccccc21
 : -0.8, 2.8, ·, -0.4, 0.3, 10.1, -1.0, -0.9, 4.8
